Tb PYK inh: inhibitors of Trypanosoma brucei pyruvate kinase. Q57TT1. TbPYK enzyme, Kinase-Glo Plus ATP luminescence, 45 min. Potency, µM (titrated, usually from 76.8 µM), for the others: at the highest dose activity, negative = inhibition, hits mostly inhibitors. actives 0.12% (n = 410,000). AID 624173; note: potency is the fitted concentration of half-maximal effect; % is set by controls: 0 for no effect and ±100 for the full control effect; nearly all actives have a fitted effect of over 50% in size
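Luminescent Kinase-Glo Plus end-point after 45 min room-temperature reaction of T. brucei pyruvate kinase started with 130 uM ADP (final). Buffer TEA 50 mM pH 7.2 with KCl, MgCl2, BSA, Tween-20; titration-based qHTS with fitted concentration-effect curves.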
LmPK inh: blocks Leishmania mexicana pyruvate kinase activity; Q27686; purified LmPK, Kinase-Glo ATP luminescence, 1 h; Potency, µM (doses to about 57.5 µM), without a hit: at the highest dose activity change, negative = inhibition, hits mostly inhibitors; actives 0.37% (n = 290,000); AID 1721; note: potency is the fitted concentration of half-maximal effect; % is set by controls: 0 for no effect and ±100 for the full control effect
Target sequence (Q27686 whole entry, looked up): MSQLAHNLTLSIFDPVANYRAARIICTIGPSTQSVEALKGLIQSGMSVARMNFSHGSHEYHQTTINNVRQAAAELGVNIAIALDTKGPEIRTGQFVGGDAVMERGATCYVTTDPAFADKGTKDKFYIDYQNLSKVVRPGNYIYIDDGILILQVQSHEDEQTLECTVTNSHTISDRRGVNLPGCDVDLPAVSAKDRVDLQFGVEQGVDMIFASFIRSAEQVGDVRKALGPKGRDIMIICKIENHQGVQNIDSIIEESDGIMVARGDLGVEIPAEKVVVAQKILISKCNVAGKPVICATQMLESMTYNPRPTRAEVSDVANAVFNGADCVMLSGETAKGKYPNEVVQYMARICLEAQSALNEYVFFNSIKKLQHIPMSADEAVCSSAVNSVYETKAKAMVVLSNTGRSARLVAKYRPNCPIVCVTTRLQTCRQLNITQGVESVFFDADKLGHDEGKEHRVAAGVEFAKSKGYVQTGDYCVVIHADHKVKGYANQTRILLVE
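Purified LmPK (0.1 nM) converted ADP (0.1 mM) to ATP with PEP (0.5 mM) in imidazole buffer pH 7.2 with KCl and MgCl2, 1 h at room temperature. ATP was read by Kinase-Glo luminescence; data normalized to uninhibited and no-enzyme controls.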
Pf growth 96h: P. falciparum growth inhibition at 96 hours; P. falciparum luciferase reporter growth, 96 h; Potency, µM (doses to about 28.7 µM), inactives show top-dose activity change, negative = inhibition, usual class: inhibitors; actives 6.9% (n = 320,000); note: potency is the fitted concentration of half-maximal effect; % is set by controls: 0 for no effect and ±100 for the full control effect
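Luminescence readout: decreased luciferase signal marks inhibited growth of reporter-expressing P. falciparum in infected red cells (2% hematocrit, 0.05% parasitemia final), exposed to compound two generations (96 h, 37 C, 5% CO2).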
HCV inhibitor: inhibitors of hepatitis C virus infection; Huh7.5.1 HCVcc-Cre infection, luciferase reporter, 44 h; Potency, µM (series often up to 41.8 µM), for the others: at the top dose activity change, negative = inhibition, hits mostly inhibitors; actives 3.4% (n = 340,000); AID 651820; note: potency is the fitted concentration of half-maximal effect; % is set by controls: 0 for no effect and ±100 for the full control effect
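Cells seeded at 1,000/well and cultured 4 h, then compounds added followed by HCVcc-Cre virus (~0.5 moi). After 44 h further culture, luciferase substrate was added, plates held 15 min at room temperature, and luminescence read for 15 sec.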
Shiga toxin inh: inhibitors of Shiga toxin in Vero cells | Vero cells, Shiga toxin protein synthesis inhibition reporter | inhibition, % at 38.7 µM | actives 9.2% (n = 290,000) | AID 2315; in the data active = inhibition mostly above about 28%, no sharp cut-off; inactive = mostly below about 43%; note: 0% is about no effect
Cycloheximide cs: affects cycloheximide protein synthesis inhibition readout, counter-screen; actives 12% (n = 300,000); cell reporter, cycloheximide protein synthesis inhibition counterscreen; max response, %; in the data active = max response mostly above about 13%, no sharp cut-off; inactive = mostly below about 14%; note: read at 38.3 µM for the half of the compounds with a filed dose; 0% is about no effect
Pf growth 48h: P. falciparum growth inhibition at 48 hours (one generation); AID 504832; actives 5.9% (n = 310,000); Potency, µM (doses to about 28.7 µM), without a hit: at the top dose activity change, negative = inhibition, hits mostly inhibitors; P. falciparum luciferase growth in erythrocytes, 48 h; note: potency is the fitted concentration of half-maximal effect; % is set by controls: 0 for no effect and ±100 for the full control effect
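Luciferase-expressing P. falciparum in infected erythrocytes (2% hematocrit, 0.1% parasitemia final) in RPMI 1640/0.5% Albumax were exposed to compound for 48 hours at 37 C, 5% CO2; growth read as luminescence.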
Active calls of the source: *; ? = inconclusive; . = no result given; & = joins results of further samples; [ ] = another dose, or the depositor's remark. Unless noted, calls come from the whole dose curve; as a rule, active = well fitted curve in the direction sought with a large enough effect; inconclusive = small, poorly fitted or top-dose-only effect, or another doubt; inactive = no such curve, though single readings can be large; an effect the other way counts as inactive or inconclusive.

Under each structure: Shiga toxin inh, Cycloheximide cs, Pf growth 96h, HCV inhibitor, Pf growth 48h, LmPK inh, Tb PYK inh
> CCn1c(=NC(=O)c2ccc(N3C(=O)CCC3=O)cc2)sc2c(OC)ccc(OC)c21
 : -10, -9, ?, 14µM*, ., 14%, -7%
> COc1cc(CNc2ccc(O)cc2)cc(Br)c1OCc1ccccc1
 : -4, -2, 60%[activator], ?, ?, 1%, ?
> O=C1CC(N2CCN(c3ccc(F)cc3)CC2)C(=O)N1Cc1ccccc1 (configuration not stated)
 : -14, 1, ?, 1%, 2%, 5%, 8%
> COc1ccc(NC(=O)CSc2nnc(-c3ccccc3C)n2N)cc1
 : -2, -2, 17%, 14%, 41%[activator], -1%, -3%
> CC(=O)Nc1ccc(NC(=O)C(C)Sc2nc3ccccc3c(=O)n2Cc2ccco2)cc1 (configuration not stated)
 : ., ., ?, 7%, ?, ., -6%
> CCOC(=O)NN1C(=O)c2ccccc2NC1c1ccccc1O (configuration not stated)
 : -3, 0, 15µM*, 1%, -11%, -4%, -8%
> O=C(Nc1cccc(C(F)(F)F)c1)c1cnccn1
 : -3, 1, 17%, 11%, 33%[activator], 6%, 1%
> C#CCOc1ccc(/C=C2/C(=O)ON=C2C)cc1Cl
 : 7, 11, 14%, 0%, -7%, 1%, -8%
> CC(C(=O)Nc1ccc(S(N)(=O)=O)cc1)N1CCc2ccccc21 (configuration not stated)
 : -7, -1, 69%[activator], 12%, 27%, 2%, -2%
> O=c1oc(-c2cccc(Cl)c2)nc2c1cnn2-c1ccccc1
 : -10, -3, ., -17%, -6%, 4%, -3%
> COc1ccc(-c2csc(N3CCN(C(=O)c4ccccc4)CC3)n2)cc1
 : 13, -2, ?, 10%, -25%, 1%, -28%
> Cc1cc(C)c(S(=O)(=O)c2ccccc2)c(=O)[nH]1
 : 13, 18*, 3%, 15%, 35%[activator], -3%, 2%
> COC(=O)C1=C(c2ccc(C(C)=O)cc2)C[C@@H]2CC[C@H]1N2C(=O)N1CCC(O)(c2ccc(Cl)cc2)CC1
 : ., ., ?, ?, 10µM*, ., -3%
> O=C(Nc1ccc(NC(=O)C2CC2)nc1)c1ccncc1
 : -12, 6, 27%, 4%, 15%, 4%, 0%
> CCOC(=O)NNc1ccccc1
 : 7, 1, 6%, 14%, 1%, 6%, -2%
> CC1(C(=O)NC2CCCC2)CCC(=O)N1Cc1cccs1 (configuration not stated)
 : -6, -4, ., -2%, 4%, 5%, 3%
> Cc1ccc(S(=O)(=O)N(CC(=O)Nc2cccc([N+](=O)[O-])c2)Cc2ccc(Cl)cc2)cc1
 : -10, -1, 35%[activator], ?, ?, 3%, 2%
> Cc1ccc(CNc2ncnc3cc(Cl)ccc23)o1
 : -17, -2, ?, 11µM*, ., 7%, -2%
> O=C(NC1CCCCC1)c1cc(Cl)ccc1[N+](=O)[O-]
 : -9, -3, -3%, -4%, 10%, 0%, -7%
> Cc1ccc(S(=O)(=O)N2CC(C)N(S(C)(=O)=O)C2)cc1 (configuration not stated)
 : -4, -5, 16%, 5%, 8%, 1%, -1%
> c1ccc2c(CN3CCCCC3)csc2c1
 : 13, -2, 5%, 7%, -4%, -6%, -2%
> CC1(c2ccccc2)CC(C)(C)N(C(N)=O)c2ccccc21 (configuration not stated)
 : 13, -1, ?, ?, -17%, -1%, -3%
> CC(C)C(=O)N1CCN(c2ccccc2NC(=O)COc2ccc(C3CCCCC3)cc2)CC1
 : -13, 2, 6%, ?, ?, 0%, 6%
> CCC(C)(C)NC(=O)C(c1ccncc1)N(Cc1cccs1)C(=O)Cn1nnc2ccccc21 (configuration not stated)
 : 19, -1, 12µM*, 10%, ?, 3%, 1%
> COCC(C)NC(=O)c1cc2cccc([N+](=O)[O-])c2[nH]1 (configuration not stated)
 : 17, 22, ?, -25%, 5.2µM*, 0%, -2%
> Cc1ccc(S(=O)(=O)Nc2cccc(C(=O)NCC3(N4CCCCC4)CCCCC3)c2)cc1F
 : ., ., ?, -1%, ?, ., 2%
> CCOC(=O)Cc1cnc(NC(=O)c2ccccc2)s1
 : 91*, 53*, ., -10%, 49%[activator], -15%, -4%
> Cc1cc(NC(=O)CCC(=O)N(c2ccccc2)C2(C(=O)NC3CCCCC3)CCCC2)no1
 : -16, -4, 162%[activator], ?, ?, 2%, -2%
> COC(=O)C(C)n1nnc2sc(-c3ccccc3)cc2c1=O (configuration not stated)
 : 113*, 40*, 226%[activator], 4%, 201%[activator], -1%, -3%&-6%
> COc1ccc(-c2noc(CN(C)C(=O)c3ccoc3C)n2)cc1
 : 25, 24*, ?, ?, 19%, -2%, 2%
> Cc1ccccc1NC(=S)N(Cc1ccco1)C(C)c1ccccn1 (configuration not stated)
 : 24, 1, 18%, 4%, 38%[activator], 5%, -4%
> COCCNS(=O)(=O)c1cc(OC)ccc1OC
 : 37, 8, 10%, 3%, 9%[5.75 µM], -5%, 0%
> Cc1nc(Nc2ccc(Cl)cc2)c(C#N)c(=O)[nH]1
 : ., -6, ?, -18%, 1%, 6%, -9%
> COc1ccc([N+](=O)[O-])cc1N(CC(=O)NCCSc1ccccc1)S(C)(=O)=O
 : -4, -3, 2%, -23%, 18%, 1%, 5%
> CC(C)N1CCc2c(sc(NC(=O)CN3C(=O)c4ccccc4C3=O)c2C(N)=O)C1
 : -8, -5, -35%[1.15 µM], 16%, -37%[1.15 µM], -1%, -3%
> Cc1cc(C(=O)OCC(=O)N2CCC(c3ccccc3)=N2)ccc1[N+](=O)[O-]
 : ., ., 14%, ?, ?, ., -1%
> COc1ccc(NC(=O)C2CCN(S(=O)(=O)c3ccc4c(c3)CC(C)N4C(C)=O)CC2)cc1OC (configuration not stated)
 : -7, -2, 18%, -2%, -16%, 1%, -3%
> C=CCOc1cccc(C2c3c(oc4ccc(F)cc4c3=O)C(=O)N2CCCN2CCOCC2)c1 (configuration not stated)
 : 1, -2, 6%, 4%, 12µM*, 7%, -9%
> Cc1ccc(COc2ccc(/C=N/NC(=O)CN3CCCCC3)cc2)cc1
 : 88*, 33*, ?, ?, 36%[activator], 0%, -2%
> O=c1oc2c(CN3CCCCC3)c(O)ccc2c2c1CCCCC2
 : -8, 1, 10µM*, 0%, 2.9µM*, 1%, 4%
> Cc1cccc(N2CCN(S(=O)(=O)c3ccc(-c4cc(C)no4)s3)CC2C)c1 (configuration not stated)
 : -10, -4, 7%, 4%, ?, 9%, 3%
> CC1(C)CC(NC(=O)c2cc(Cl)ccc2Cl)CC(C)(C)N1
 : -4, -1, -22%, 6%, 1%, -1%, -5%
> O=C(NCCc1ccccc1)Nc1ccc(Cl)cc1
 : 46*, 46*, 17%, -2%, 150%[activator], -1%, -9%
> COc1c(F)c(F)c(C(=O)Nc2ccc(NC(=O)c3ccco3)cc2)c(F)c1F
 : 2, -2, 5%, ?, -22%, 6%, 0%
> COc1ccc(C(=O)NC2CCSc3ccccc32)cc1S(=O)(=O)N1CCOCC1 (configuration not stated)
 : ., ., ?, -28%, 12µM*, ., -11%
> O=C(C/C(=N\NC(=O)c1ccccc1Br)C(F)(F)F)c1cccs1
 : 7, -2, 38%[activator], 16%, -1%, -1%, -3%
> O=C(COc1ccc(Br)cc1)NNC(=S)NCc1ccccc1
 : -6, -2, 21%, -4%, 16%, -2%, -19%
> Cc1ccccc1-n1c(Cn2c(=O)sc3ccccc32)nnc1SCC(=O)N1CCCC1
 : 12, 0, ?, 12%, ?, 4%, -3%
> COC(C[C@@H](O)CC(=O)[C@H](C)OCc1ccccc1)OC
 : -4, 3, -1%, 16%, 64%[activator], 2%, 4%
> CCn1cc(CCC(=O)NCc2cccc(OC)c2OC)c2ccccc21
 : -6, -2, -16%, ?, -27%, 5%, 3%
> CCCCNC(=S)N(C)/N=C/c1c(F)c(F)c(F)c(F)c1F
 : -8, -1, -4%, -9%, -4%, 2%, 0%
> O=C(NCc1ccccn1)c1cc(-n2cnnc2)ccc1Cl
 : 37, 4, ., 4%, 11%, -10%, 0%
> CCOC(=O)c1c(C(C)(C)C)oc2ccc(OCC#N)cc12
 : 16, -4, ?, ?, ?, 0%, -2%
> C=CCOc1c2ccc(C(=O)NCc3ccc(C)cc3)cc2nn1C
 : 4, 1, -2%, -2%, 46%[activator], 1%, 2%
> COc1ccc(-n2c(C)cc(/C=C3\SC(=S)NC3=O)c2C)cc1
 : 13, 6, 27%, 13%, 1%, 3%, 2%
> CCc1ccc(NC(=O)NCCCN2CCCC2=O)cc1
 : 31*, 28*, 35%[activator], 4%, 38%[activator], 0%, -3%
> CCc1cccc(C)c1NC(=O)CSc1nc2ccc(N3C(=O)c4ccccc4C3=O)cc2s1
 : -13, -5, 55%[activator], 5%, 35%[activator], 7%, 10%
> CC(C)CCN(CCC(C)C)CC(O)Cn1c2ccccc2c(=O)c2ccccc21 (configuration not stated)
 : -12, -4, ?, ?, 1.7µM*, 12%, 1%
> CN(C)c1cccc(-c2nnc(SCCCC#N)o2)c1
 : 91*, 49*, ?, -12%, 250%[activator], -3%, 1%
> Cc1ccc(C2CC(C(F)(F)F)n3ncc(C(=O)NCc4ccco4)c3N2)cc1 (configuration not stated)
 : -6, -3, ., -24%, -3%, 7%, -8%

Next compounds follow:
Under each structure: Shiga toxin inh, Cycloheximide cs, Pf growth 96h, HCV inhibitor, Pf growth 48h, LmPK inh, Tb PYK inh
> Cc1[nH]nc2c1C(c1ccc(OC(=O)c3ccco3)cc1)C(C#N)=C(N)O2 (configuration not stated)
 : -11, -2, -80%, 7%, 3%, -1%, -18%
> Cc1ccc(NS(=O)(=O)c2cccc(C(=O)NCC3CCCO3)c2)cc1 (configuration not stated)
 : ., ., -5%, ?, ?, ., -2%
> CCCCn1c(SC(C)C(=O)NCC2CCCO2)nc2cc(C(=O)OC)ccc2c1=O (configuration not stated)
 : ., ., 8.3µM*, ?, 5.9µM*, ., 8%
> O=C(CCCc1nc(-c2ccccc2)no1)NC1CCCC1
 : 2, -2, 4%, 1%, 8%, 0%, 0%
> CN1C=C(C(F)(F)F)C=C/C1=C(\C#N)c1nnc2n1CCCCC2
 : 26, 2, 3%, 24%, 70%[activator], -3%, -9%
> c1csc(-c2nn3cnnc3c3ccccc23)c1
 : -14, -7, 0%, -15%, 0%, -1%, 2%
> CC(=C1C(=O)c2ccccc2C1=O)N1CCN(CCN=CC2=C(O)CC(C)(C)CC2=O)CC1
 : 16, 6, -1%, 34%[activator], 2%, -3%, 4%
> CN(C)N1C(N)=C(C#N)C(c2ccc(Cl)cc2)C2=C1CCCC2=O (configuration not stated)
 : -5, 20, 0.74µM*, -14%, -6%, -1%, 7%
> CCOc1cc(C(=O)Nc2ccc(NC(C)=O)cc2)ccc1OCC(=O)N1CCCCC1
 : -1, 0, 12µM*, ?, -19%, 0%, 1%
> Cc1ccccc1-c1nn(-c2ccc(F)cc2F)cc1CNCCN(C)C
 : -4, -2, 13µM*, -16%, ?, 8%, -2%
> CC(C)CNC(=O)C(=O)NCCCN1CCOCC1
 : 18, -1, 43%[activator], 25%, 9%, -6%, -16%

Assay outcomes deposited in PubChem BioAssay by National Center for Advancing Translational Sciences (NCATS).

Rows are unselected. About 24% of those tested had a hit in this group.
